Compound activity: PubChem BioAssay, National Center for Advancing Translational Sciences (NCATS)
GALK inhibitor – inhibitors of human galactokinase (GALK) | recombinant GALK, Kinase-Glo ATP luminescence, 1 h | Potency, µM (titrated, usually from 57.5 µM), inactives show at the highest dose activity, negative = inhibition, hits mostly inhibitors | 44,000 tested, under 10 active | AID 1347072;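 further: plate controls were full GALK reaction for no effect and reaction lacking GALK for full effect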
Target sequence (P51570 whole entry, looked up): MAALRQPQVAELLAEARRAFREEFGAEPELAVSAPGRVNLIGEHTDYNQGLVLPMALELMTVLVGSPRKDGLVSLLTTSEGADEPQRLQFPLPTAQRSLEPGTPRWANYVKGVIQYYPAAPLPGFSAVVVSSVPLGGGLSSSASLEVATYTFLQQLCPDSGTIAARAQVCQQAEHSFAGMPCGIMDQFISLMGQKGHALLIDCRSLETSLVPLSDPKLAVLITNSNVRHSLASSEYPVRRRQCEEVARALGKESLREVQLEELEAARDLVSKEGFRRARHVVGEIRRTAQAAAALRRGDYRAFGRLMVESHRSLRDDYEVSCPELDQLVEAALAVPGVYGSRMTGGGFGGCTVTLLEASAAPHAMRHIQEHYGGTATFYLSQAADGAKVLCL
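Compounds were pinned into ATP buffer, then GALK-galactose mix was added (final 5 nM enzyme, 35 uM ATP, 100 uM galactose, pH 8.0). After 1 h at room temperature, Kinase-Glo Plus was added and luminescence read.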
NTMT1 inh – NTMT1 methyltransferase inhibition. Q9BV86. NTMT1 MTase-Glo SAH luminescence, purified enzyme. Potency, µM (doses to about 114 µM), for inactives: top-dose activity change, negative = inhibition, hits mostly inhibitors. 59,000 tested, 2.5% active. AID 1645870;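 further: potency means the concentration at half of the fitted maximal effect; plate controls were DMSO vehicle for no effect and no enzyme for full effect; nearly all actives have a fitted effect of over 65% in size; many of its hits are not listed in these tables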
Target sequence (Q9BV86 whole entry, looked up): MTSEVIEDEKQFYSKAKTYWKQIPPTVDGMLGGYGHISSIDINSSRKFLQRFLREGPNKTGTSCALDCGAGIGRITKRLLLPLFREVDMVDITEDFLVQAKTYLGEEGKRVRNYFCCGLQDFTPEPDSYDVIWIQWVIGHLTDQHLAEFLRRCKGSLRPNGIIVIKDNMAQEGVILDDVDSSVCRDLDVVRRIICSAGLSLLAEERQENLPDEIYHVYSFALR
p53null 39C kill – p53 null cell cytotoxicity, nonpermissive temperature; AID 904; Potency, µM (titrated, usually from 46.1 µM), without a hit: at the top dose activity, negative = cell killing, hits mostly cytotoxic; 55,000 tested, 0.97% active; H1299 p53-null (neo) cells, 39C, ATPlite viability, 24 h;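 further: potency means the concentration at half of the fitted maximal effect; 0% = DMSO only and -100% = full killing by 100 µM tamoxifen; nearly all actives have a fitted effect of over 50% in size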
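Concentration-response (up to 46 uM) was run for 24 h at the nonpermissive 39C on H1299-p53A138V or H1299-neo cells. ATP content was measured with ATPlite luminescence. AC50 values were Hill-modeled after normalizing between DMSO and 100 uM tamoxifen killing.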
FH mod – Identification of activators of human fumarate hydratase by quantitative high-throughput screening | 54,000 tested, 0.22% active | AID 1347055, 2019 | FH coupled MDH/diaphorase resazurin fluorescence, 15 min | Fumarate hydratase, mitochondrial (Homo sapiens), P07954 | Potency, µM (doses to about 79.9 µM), inactives show at the top dose activity change, negative = inhibition, actives largely listed as inhibitors; further: potency means the concentration at half of the fitted maximal effect; on the % scale 0 is the no-effect control and ±100 the full control effect; the screen sought activators but most active calls are inhibition curves; nearly all actives have a fitted effect of over 45% in size
TSG101-PTAP inh – blocks PTAP binding to human TSG101, validation. 44,000 tested, under 10 active. Fluorescence polarization, FITC-PTAP peptide/Tsg101, 20 min. Potency, µM (series often up to 115 µM), inactives show at the top dose activity change, negative = inhibition, actives largely listed as inhibitors; further: potency means the concentration at half of the fitted maximal effect; 0% is about no effect
Target sequence (Q99816 whole entry, looked up): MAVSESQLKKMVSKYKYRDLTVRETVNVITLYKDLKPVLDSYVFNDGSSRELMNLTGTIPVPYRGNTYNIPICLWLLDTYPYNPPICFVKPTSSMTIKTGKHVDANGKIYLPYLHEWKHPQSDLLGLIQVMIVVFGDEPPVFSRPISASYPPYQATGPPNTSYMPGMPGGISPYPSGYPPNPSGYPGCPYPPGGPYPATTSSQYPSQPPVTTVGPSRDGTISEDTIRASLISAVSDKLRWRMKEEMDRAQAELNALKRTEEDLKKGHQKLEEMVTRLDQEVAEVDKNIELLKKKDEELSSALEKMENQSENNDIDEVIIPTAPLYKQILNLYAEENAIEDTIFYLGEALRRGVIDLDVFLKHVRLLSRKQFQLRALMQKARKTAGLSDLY
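Steps: Tsg101 binding domain (10 uM final) in HEPES pH 7.5/NaCl/Tween 20/EDTA/TCEP; add compound; add FITC-PTAP peptide (50 nM final); incubate 20 min r.t.; read polarization.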
p53null 32C kill – kills p53 null cells at the permissive temperature; H1299-neo p53 null cells, ATP luminescence, 24 h, 32C; Potency, µM (series often up to 46.1 µM), without a hit: at the highest dose activity change, negative = cytotoxicity, actives largely listed as cytotoxic; AID 903; 55,000 tested, 0.62% active;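 further: potency means the concentration at half of the fitted maximal effect; 0% = DMSO only and -100% = full killing by 100 µM tamoxifen; nearly all actives have a fitted effect of over 55% in size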
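We seeded p53-null H1299-neo cells, incubated them overnight at 37C, and added compounds across a range up to 46 uM. After 24 hours at 32C, ATP reagent was applied for 20 min at room temperature and luminescence recorded.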
B2AR arrestin ag – beta-arrestin recruitment by human beta2-adrenergic receptor ligands | Potency, µM (series often up to 46.1 µM), for inactives: top-dose activation, most hits filed as activators | HTLA Tango cells, beta-arrestin recruitment, luciferase luminescence, 18 h | P07550 | AID 1347077 | 44,000 tested, under 10 active;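 further: potency means the concentration at half of the fitted maximal effect; 0% = DMSO and full agonism = EC100 isoproterenol or metaproterenol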
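Ligand-induced beta-arrestin recruitment to recombinant beta2-AR is measured via a tTA-driven luciferase reporter in Tango cells after 18 hr compound exposure at 37 degrees C. Concentrations span up to 46 microM.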
* = called active by the depositor; ? = inconclusive; . = no result given; [ ] = remark or other dose. The call rests on the fitted dose curve; in most records, active means well fitted curve in the direction sought with a large enough effect; inconclusive means small, poorly fitted or top-dose-only effect, or another doubt; inactive means no such curve, though single readings can be large; an effect the other way counts as inactive or inconclusive. Not all compounds are listed. The share of hits here may be higher or lower than overall.

SMILES	GALK inhibitor	NTMT1 inh	p53null 39C kill	FH mod	TSG101-PTAP inh	p53null 32C kill	B2AR arrestin ag
Cc1ccc(-c2c(C(=O)NCCc3ccc(Cl)cc3)oc(=O)c3ccccc23)cc1	-3%	-16%	55%	-13%	-2%	36%[activator]	1%
Cc1ccc(NC(=O)Cn2c(=O)oc3cc(S(=O)(=O)N4CCC(C)CC4)ccc32)cc1Cl	7%	4%	?	-13%	1%	-5%	0%
Cc1nc2c(c(C)c1CCC(=O)Nc1cccc(C(F)(F)F)c1)c(=O)n(C)c(=O)n2C	9%	-13%	-13%	-16%	-5%	5%	-2%
CCC(CC)C(=O)Nc1ccccc1SCc1cc(=O)c2cccc(C)c2[nH]1	1%	0%	11%	-7%	-5%	-5%	2%
CCCN(C(=O)c1cc2c(s1)-c1c(C)cccc1OC2)c1ccc(OCC)cc1	3%	17%	3%	-12%	0%	?	1%
COc1cccc(NC(=O)C2CCCN(S(=O)(=O)c3c(C)[nH]c(=O)[nH]c3=O)C2)c1 (stereo not drawn)	-1%	-11%	-18%	-8%	-3%	3%	1%
CCN(C(=O)CCS(=O)(=O)c1cccc2nsnc12)c1cccc(C)c1	-6%	-5%	3%	-10%	0%	1%	1%
COc1ccccc1NC(=O)c1cnc(SCC(=O)N2CCOCC2)n(C)c1=O	-2%	-1%	-3%	-3%	1%	-9%	?
Cc1cccc(CN2C(=O)c3ccccc3Sc3ccc(C(=O)NCc4cccs4)cc32)c1	-1%	11%	19%	-15%	-2%	8%	0%
O=C(CCc1nc2cccnc2n1Cc1cccs1)Nc1cccc(C(F)(F)F)c1	7%	-1%	-14%	-15%	14%	-6%	1%
CCOC(=O)C1CCCN(C(=O)c2ccc(-n3ccc4ccccc43)s2)C1 (stereo not drawn)	0%	-2%	-17%	-20%	-1%	-3%	1%
Cc1oc2ncn(CC(C)C)c(=O)c2c1C(=O)Nc1ccc(Cl)cn1	-2%	8%	-10%	6%	-1%	-3%	-1%
CCc1ccc2c(c1)-c1ccccc1S(=O)(=O)N2CC(=O)N1CCC(C)CC1	-1%	3%	6%	-5%	-1%	4%	-5%
Cc1nn(Cc2ccc(F)cc2)c(C)c1NC(=O)c1cc(CC(C)C)on1	0%	.	3%	.	-1%	16%	-2%
Clc1cccc(-n2cc(-c3ccccc3)c3c(NC4CCCC4)ncnc32)c1	?	-19%	10%	-21%	-3%	3%	-1%
Cc1ccc(NC(=O)N2CC3CCCN3c3ccccc32)cc1C (stereo not drawn)	-1%	5%	-5%	-25%	-1%	-18%	-4%
CCOc1cc(CNC(=O)c2ccc3c(c2)nc2n3CCCCC2)ccc1OC	-1%	-18%	-11%	9%	-4%	-2%	1%
O=C(Cc1ccccc1)Nc1cc(-c2nc3cc(Cl)ccc3o2)ccc1Cl	5%	9%	-13%	8%	0%	7%	0%
Cc1cccc(C(=O)Nc2cccc(OCc3cc(=O)n4ccccc4n3)c2)c1	-1%	-7%	5%	6%	1%	-1%	-1%
Cc1ccccc1C(=O)Nc1ccc(OCc2cc(=O)n3cccc(C)c3n2)cc1	-10%	-6%	-11%	7%	2%	-8%	-1%
Oc1ccc(Nc2nc(-c3ccc(Cl)cc3)nc3ccccc23)cc1	1%	-15%	16µM*	?	-1%	?	1%
Cc1cccc(Nc2c(-c3cccs3)nc3nc(C)cc(C)n23)c1	3%	1%	7%	-28%	0%	38%[activator]	1%
Cc1c(NC(=O)Nc2ccc(Cl)c(Cl)c2)sc2nc3n(c(=O)c12)CCC(C)CC3 (stereo not drawn)	10%	.	-19%	.	0%	?	-1%
CCOc1ccc(-n2nc(CO)c(C(=O)NCc3cccnc3)n2)cc1	-6%	8%	?	3%	-10%	-12%	-1%
O=C(NCCc1ccccc1)c1c[nH]c2ccc(S(=O)(=O)Nc3ccccc3F)cc2c1=O	-4%	-2%	-4%	-13%	-3%	2%	0%

Record cards (already shown).
`O=C(NCCc1ccccc1)c1c[nH]c2ccc(S(=O)(=O)Nc3ccccc3F)cc2c1=O` as listed: GALK inhibitor: -4%; NTMT1 inh: -2%; p53null 39C kill: -4%; FH mod: -13%; TSG101-PTAP inh: -3%; p53null 32C kill: 2%; B2AR arrestin ag: 0%
`CCCN(C(=O)c1cc2c(s1)-c1c(C)cccc1OC2)c1ccc(OCC)cc1` as listed: GALK inhibitor: 3%; NTMT1 inh: 17%; p53null 39C kill: 3%; FH mod: -12%; TSG101-PTAP inh: 0%; p53null 32C kill: ?; B2AR arrestin ag: 1%

Looked up above.
In p53null 32C kill, `Cc1nc2c(c(C)c1CCC(=O)Nc1cccc(C(F)(F)F)c1)c(=O)n(C)c(=O)n2C` has 5%
In TSG101-PTAP inh, `Clc1cccc(-n2cc(-c3ccccc3)c3c(NC4CCCC4)ncnc32)c1` has -3%
In FH mod, `CCc1ccc2c(c1)-c1ccccc1S(=O)(=O)N2CC(=O)N1CCC(C)CC1` has -5%
In p53null 32C kill, `Cc1cccc(CN2C(=O)c3ccccc3Sc3ccc(C(=O)NCc4cccs4)cc32)c1` has 8%

(further entries)
SMILES	GALK inhibitor	NTMT1 inh	p53null 39C kill	FH mod	TSG101-PTAP inh	p53null 32C kill	B2AR arrestin ag
Cc1cc(C)cc(NC(=O)Cn2nnc(-c3ccccc3F)n2)c1	-2%	?	-16%	-15%	2%	-5%	1%
CCN(c1ccccc1)S(=O)(=O)c1nnc(NC(=O)COc2ccc(OC)cc2)s1	0%	-2%	-10%	1%	-2%	17%	0%
COc1cc2c(cc1NC(=O)c1ccccc1C)n(C)c(=O)n2C	4%	-8%	-46%	-20%	-8%	3%	-2%
COC(=O)c1ccc(Cn2nnc3c(=O)[nH]c(C4CCCN(S(=O)(=O)c5cccc(Cl)c5)C4)nc32)cc1 (stereo not drawn)	6%	-8%	-29%	-24%	-2%	6%	-2%
CC(C)Cn1c(/C=C/c2ccc(F)cc2)nc2ccccc21	0%	-16%	7.9µM*	-16%	-1%	11µM*	0%
Cc1ccc(CNC(=O)c2cc(NS(=O)(=O)c3ccc(C)cc3)ccn2)cc1	-6%	18%	-13%	-1%	1%	-10%	-1%
Cc1ccc2oc(C(=O)NCC(c3ccc(Cl)cc3)N3CCOCC3)c(C)c2c1 (stereo not drawn)	-8%	?	19%	?	-1%	24%	-5%
Cc1ccc(C(=O)NC2(C(F)(F)F)N=C(c3ccccc3)N(C3CCCCC3)C2=O)cc1 (stereo not drawn)	?	1%	-19%	-13%	-10%	6%	-2%
COc1cccc(-c2nc(SCC(=O)NCC3CCCO3)c(-c3ccc(C)cc3)[nH]2)c1 (stereo not drawn)	0%	-4%	-4%	-10%	-10%	3%	-2%
CN1C(=O)c2ccccc2Sc2ccc(NC(=O)c3ccccc3F)cc21	-2%	-4%	9%	?	-12%	6%	0%
CCc1nn2c(=O)cc(COC(=O)c3cccc(NC(=O)CCc4ccccc4)c3)nc2s1	-2%	-7%	-8%	1%	-10%	-6%	1%
Cc1nc(-c2ccccc2)sc1-c1ccc(SCC(=O)Nc2ccc(F)cc2F)nn1	2%	?	-17%	3%	0%	-3%	0%
O=C(NC1CCCCC1)c1cc2c(Cl)nc3ccccc3c2s1	9%	7%	5%	4%	-2%	2%	-2%
O=C(CS(=O)(=O)c1cccc2nsnc12)Nc1ccc(F)cc1F	1%	-2%	18%	8%	-1%	4%	-1%
Cc1cc(C)cc(NC(=O)C(=O)NCC(c2cccnc2)N2CCc3ccccc3C2)c1 (stereo not drawn)	0%	-2%	?	?	-4%	-1%	0%
CCOc1ccc(NC(=O)CN(Cc2ccccc2)S(=O)(=O)c2ccc3nc(C)sc3c2)cc1	-1%	?	8%	-23%	-4%	-3%	0%
CC(C)c1ccc(N2C(=O)CSC23C(=O)N(Cc2ccccc2)c2ccccc23)cc1 (stereo not drawn)	0%	17%	39%[activator]	-23%	-3%	38%[activator]	0%
CCC(CC)C(=O)Nc1nnc(S(=O)(=O)N(C)c2cc(C)cc(C)c2)s1	1%	8%	15%	-3%	-6%	23%	0%
O=C(Cn1cc(S(=O)(=O)Cc2ccccc2Cl)c2ccccc21)Nc1cccc(C(F)(F)F)c1	1%	4%	?	-20%	-5%	-15%	0%
Cc1cc(C)c(NC(=O)C(C)n2c(=O)cc(-c3ccccc3)c3c(C)nn(C)c32)c(C)c1 (stereo not drawn)	-1%	4%	-5%	-20%	1%	-2%	1%
N#CC1=C2SCN(C3CCCCC3)CN2C(=O)CC1c1ccc(Cl)cc1 (stereo not drawn)	8%	25µM*	-13%	-27%	-3%	-1%	2%

Some of the entries so far, in CSV form:
mol,GALK inhibitor,NTMT1 inh,p53null 39C kill,FH mod,TSG101-PTAP inh,p53null 32C kill,B2AR arrestin ag
CC(C)Cn1c(/C=C/c2ccc(F)cc2)nc2ccccc21,0%,-16%,7.9µM*,-16%,-1%,11µM*,0%
COc1cccc(-c2nc(SCC(=O)NCC3CCCO3)c(-c3ccc(C)cc3)[nH]2)c1 (stereo not drawn),0%,-4%,-4%,-10%,-10%,3%,-2%
Cc1cc(C)cc(NC(=O)C(=O)NCC(c2cccnc2)N2CCc3ccccc3C2)c1 (stereo not drawn),0%,-2%,?,?,-4%,-1%,0%
O=C(Cn1cc(S(=O)(=O)Cc2ccccc2Cl)c2ccccc21)Nc1cccc(C(F)(F)F)c1,1%,4%,?,-20%,-5%,-15%,0%
Cc1cc(C)c(NC(=O)C(C)n2c(=O)cc(-c3ccccc3)c3c(C)nn(C)c32)c(C)c1 (stereo not drawn),-1%,4%,-5%,-20%,1%,-2%,1%
N#CC1=C2SCN(C3CCCCC3)CN2C(=O)CC1c1ccc(Cl)cc1 (stereo not drawn),8%,25µM*,-13%,-27%,-3%,-1%,2%
